# Source: PubChem BioAssay (National Center for Advancing Translational Sciences (NCATS))
# ATXN2 expr inh: Primary qHTS for Inhibitors of ATXN expression; 360,000 tested, 0.72% active; Potency, µM (highest dose often 57 µM), inactives show at the highest dose activity change, negative = inhibition, most hits filed as inhibitors; AID 1745845, 2022; HEK-293 ATXN2-luciferase reporter, luminescence, 24 h; also: potency is read from the fitted curve at half-maximal effect; % is scaled to controls: 0 for no effect and ±100 for the full control effect; nearly all actives have a fitted effect of over 55% in size
#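 qHTS (up to 57 uM final) was run with 24 h compound exposure of reporter cells at 37 °C. Each well was multiplexed: SteadyGlo luminescence measured ATXN2-luciferase expression after a fluorogenic Gly-Phe-AFC viability readout (25 uM final).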
# Nrf2 block: Nrf2 qHTS screen for inhibitors. 360,000 tested, 2.1% active. AID 504444, 2011. Potency, µM (series often up to 46 µM), for inactives: at the top dose activity change, negative = inhibition, actives largely listed as inhibitors. A549 ARE-Fluc reporter, luciferase luminescence, 18-24 h; also: potency is read from the fitted curve at half-maximal effect; % is scaled to controls: 0 for no effect and ±100 for the full control effect; nearly all actives have a fitted effect of over 60% in size
#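 Concentration-response testing used A549 ARE_Fluc cells at 5000 cells/well. Following an 18-24 h compound incubation, viability was read by fluorescence (Ex 405/Em 525) and luciferase output by luminescence.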
# Nrf2 ARE act: qHTS of Nrf2 Activators; AREc32 ARE-luciferase reporter (MCF7-derived line), luminescence, 24 h; Potency, µM (top dose mostly 46.1 µM), inactives show top-dose activation, most hits filed as activators; 410,000 tested, 0.31% active; also: potency is read from the fitted curve at half-maximal effect; % of control where 0% means no effect; nearly all actives have a fitted effect of over 65% in size
#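 Each well held 1000 AREc32 cells, which were incubated with compound for 24 hr at 37 deg C after overnight attachment, and ARE reporter activity was quantified by firefly luciferase luminescence.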
# MCF10A rerep: A quantitative high throughput screen for small molecules that induce DNA re-replication in MCF 10a normal breast cells. MCF 10A DNA re-replication, Hoechst nuclear intensity, 48 h. Potency, µM (series often up to 46.1 µM), for inactives: top-dose activity, positive = re-replication, most hits filed as activators. 350,000 tested, 2.9% active; also: potency is read from the fitted curve at half-maximal effect; % of control where 0% means no effect; nearly all actives have a fitted effect of over 50% in size
# A549 tox: Nrf2 qHTS screen for inhibitors: counterscreen for cytotoxicity; 390,000 tested, 0.16% active; Potency, µM (series often up to 46 µM), inactives show at the highest dose activity change, negative = cytotoxicity, usual class: inhibitors; A549 ARE-Fluc cells, CellTiter-Fluor viability, 18-24 h; also: potency is read from the fitted curve at half-maximal effect; % is scaled to controls: 0 for no effect and ±100 for the full control effect
#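 Cytotoxicity counterscreen: CellTiter-Fluor fluorescence was measured in A549 ARE_Fluc cells after 18-24 h of compound exposure in a concentration series. The subsequent BugLite luminescent read reports ARE-luciferase activity.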
# HepG2 tox: qHTS for Inhibitors of TGF-b: Cytotox Counterscreen | 410,000 tested, 0.76% active | AID 588856, 2011 | HepG2 CAGA-GFP viability, ATP luminescence, 18 h | Potency, µM (top dose mostly 46.1 µM), for the others: at the highest dose activity change, negative = cytotoxicity, actives largely listed as cytotoxic; also: potency is read from the fitted curve at half-maximal effect; some results filed as inactive show a strong effect at the top dose
#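 CellTiter-Glo luminescence gave cytotoxicity after 18 hours at 37 degrees C. The cells were HepG2 CAGA-GFP in 1% FBS DMEM, stimulated with 500 pg/mL TGF-beta after compound addition. %Activity was normalised to no-cell wells (complete cell-killing) and DMSO (no toxicity), and curves were fitted and classified.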
# TGFb inhibitor: qHTS for Inhibitors of TGF-b. HepG2 CAGA-GFP TGF-b/SMAD3 reporter, GFP fluorescence, 18 h; TGF-beta stimulated, 500 pg/mL final. Potency, µM (highest dose often 46.1 µM), for the others: top-dose activity, negative = inhibition, hits mostly inhibitors. 410,000 tested, 1.2% active. AID 588855, 2011; also: potency is read from the fitted curve at half-maximal effect; % is scaled to controls: 0 for no effect and ±100 for the full control effect; nearly all actives have a fitted effect of over 65% in size
#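 Cell-based qHTS in HEPG2 carrying a CAGA-GFP Smad reporter; compounds added before 500 pg/mL final TGF-beta, 18 h incubation at 37 degrees C, GFP fluorescence quantified per cell by imaging cytometry.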
# IL1B secr inh: qHTS for Inhibitors of Inflammasome Signaling: IL-1-beta AlphaLISA Primary Screen; THP-1 LPS/ATP IL-1B secretion, AlphaLISA, 16 h; hits give low values; activity change, % at 57.5 µM; 360,000 tested, 4.7% active; AID 743279, 2014; in the data active = activity change below about -50%; inconclusive = mostly about -30% to -49%; also: % is scaled to controls: 0 for no effect and ±100 for the full control effect
#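 Secreted IL-1B measured by AlphaLISA bead assay after 16 h compound exposure of THP-1 cells; compounds (final up to 57.5 uM) added 1 h before LPS (250 ng/mL) and ATP (1.25 mM) stimulation; lower signal means less secretion.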
# S2 tox: Viability Counterscreen for Primary qHTS for Inhibitors of ATXN expression | S2 cells (HEK-293 line with an ATXN2-luciferase reporter) viability, CellTiter-Fluor protease fluorescence, 24 h | Potency, µM (top dose mostly 56.7 µM), actives largely listed as cytotoxic | 400,000 tested, 0.49% active | AID 651635, 2014; also: potency is read from the fitted curve at half-maximal effect; nearly all actives have a fitted effect of over 40% in size
# * hit, by the source's call; i = inactive; ? = inconclusive; · = no result given; & = joins results of further samples; ! = not confirmed by another sample; [ ] = another dose, or the depositor's remark. Unless noted, calls follow the shape of the dose curve; as a rule, active = well fitted curve in the direction sought with a large enough effect; inconclusive = small, poorly fitted or top-dose-only effect, or another doubt; inactive = no such curve, though single readings can be large; an effect the other way counts as inactive or inconclusive. Some of the compounds tested; rates above refer to the full screens.
# Each structure is followed by: ATXN2 expr inh	Nrf2 block	Nrf2 ARE act	MCF10A rerep	A549 tox	HepG2 tox	TGFb inhibitor	IL1B secr inh	S2 tox
> COc1ccc(C=C2C(=O)NC(=S)NC2=O)cc1OC
→ -19%	-23%	2.2%	-2%	-17%	3%	6%	1	i
> COc1ccc(CCn2c(O)c(/C=N/N3CCCCC3)c(=O)[nH]c2=O)cc1OC
→ -3%	-10%	0.7%	0%	-3%	-8%	7%	25	i
> CC(C)(OOC1(c2ccccc2)NC(=O)c2ccccc21)c1ccccc1 (centres undefined)
→ -25%	·	5.5%	·	·	·	·	0	i
> Cc1nc2ccsc2c(=O)n1-c1ccccc1Cl
→ -8%	2%	-1.0%	1%	1%	-19%	?	14	i
> COc1ccc(OC(=O)Nc2ccc([N+](=O)[O-])cc2OC)cc1
→ ·	-7%	0.2%	-2%	?	-17%	-22%	-4	i
> O=C(CSc1nc2ccccc2c(=O)n1-c1ccc(F)c(Cl)c1)Nc1ccc2c(c1)CCC2
→ -9%	·	0.0%	·	·	-15%	-6%	0	?
> Cc1ccc(CSc2n[nH]c(N)n2)cc1
→ 4%	5%	1.6%	?	-3%	-2%	2%	-17	i
> CCCNC(=O)NC(=O)COc1ccc(-c2ccc(C#N)cc2)cc1
→ 0%	?	-0.2%	0%	0%	-6%	15%	10	?
> Cc1ccc(-c2cc(C(F)F)n3ncc(C(=O)N4CCc5ccccc5C4)c3n2)cc1
→ ·	?	0.9%	?	-2%	-13%	11µM*	0	i
> COc1cc2c(cc1C=O)OCO2
→ -4%	3%	-0.1%	-4%	0%	13%	-3%	-3	i
> c1ccc2ccccc2c1
→ 6%	6%	0.6%	-2%&6%	-2%	-1%	19%	13	i
> COc1ccc(NC(=O)c2cn(CCC#N)nc2-c2ccccc2)cc1
→ ·	-18%	0.1%	0%	3%	-11%	21%	-6	i
> COc1cc(OC)c2c(c1)OCC1CON(C)C21 (centres undefined)
→ -15%	-10%	0.3%	10%	0%	35%	-7%	3	i
> CC(=O)N1CCc2cc(S(=O)(=O)N3CCN(c4ccc(C)cc4)C(C)C3)ccc21 (centres undefined)
→ -29%	16µM*	-1.0%	·	-17%	-19%	-68%	·	i
> CN1C(=O)C(=Cc2ccc(N3CCCCCC3)cc2)C(=O)N(C)C1=O
→ 1%	-2%	-0.1%	24%	6%	-63%	0%	-4	i
> N=C1c2ccccc2CN1NC(=O)c1ccc(Cl)cc1
→ 12%	2%	0.2%	0%	2%	-6%	1%	8	i
> COC(=O)C1=C(c2ccc(F)cc2OCc2ccccc2)C[C@@H]2CC[C@H]1N2C(=O)NCc1ccc2c(c1)OCO2
→ -23%	18µM*	0.5%	?	-17%	-8%	5%	?	?
> Cc1ccc(Cl)cc1NC(=O)Cn1c(=O)oc2cc(S(=O)(=O)N3CCCC3)ccc21
→ ·	-12%	-0.4%	·	1%	-38%	·	·	·
> COc1ccc(CCNS(=O)(=O)c2ccc3c(c2)oc(=O)n3C)cc1OC
→ -8%	17%	-0.6%	-1%	13%	-6%	-7%	-3	i
> CC(=NCc1cccnc1)c1c(O)n(-c2ccc(Cl)cc2)c(=O)[nH]c1=O
→ 5%	-21%	0.5%	-7%	4%	-10%	-3%	·	·
> CN(C)C(=S)SSC(=S)N(C)C
→ ?	7%	-3.5%	21µM*!	-4%	0.1µM*	-92%	24	22µM*
> Cc1o[nH]c(=O)c1C[C@@H](N)C(=O)O
→ ·	7%	·	·	4%	-15%	31%[activator]	·	·
> Cc1c(N=Cc2c(O)n(CCc3ccccc3)c(=O)[nH]c2=O)c(=O)n(-c2ccccc2)n1C
→ -32%	2%	0.3%	?	?	-27%	-28%	-12	i
> CN(Cc1ccccc1)C1CCCN(C(=O)COc2ccccc2Cl)C1 (centres undefined)
→ -9%	7%	-0.6%	15%	-6%	-32%	2%	-8	i
> COC(=O)C1=C(c2cc3ccccc3o2)C[C@@H]2CC[C@H]1N2C(=O)NC(C)C
→ -8%	-21%	-1.2%	15%	-3%	11%	12%	4	i
> CCOC(=O)C1CCN(/C=C2/C(=O)NC(=O)N(Cc3ccco3)C2=O)CC1
→ -2%	4%	-0.3%	-2%	-1%	7%	0%	6	i
> CC1C(C)N1CC(O)Cn1ccnc1[N+](=O)[O-] (centres undefined)
→ ·	0%	0.3%	-1%	6%	2%	-8%	-5	i
> Cc1ccccc1-n1c(-c2ccoc2)nc2ccccc2c1=O
→ -19%	-15%	0.4%	0%	-10%	3%	13%	21	i
> Cc1cccc(NC(=O)c2cnc3sccn3c2=O)n1
→ 36%[activator]	?	5.1%	-2%	-1%	-1%	13%	12	i
> O=C(COc1ccc(Cl)cc1)N1CCN(C2CCCC2)CC1
→ 15%	26%	0.0%	8%	-6%	-17%	?	7	?
> Cc1[nH]c2ccccc2c1C(=O)C(=O)N1CC2CC(C1)c1cccc(=O)n1C2 (centres undefined)
→ -15%	?	-0.3%	65%	5%	-22%	-7%	-3	i
> Cc1ccc2[nH]c(=S)n(-c3cccnc3)c(=O)c2c1
→ -1%	10%	0.0%	?	-1%	-1%	14%	9	i
> COc1ccc(S(=O)(=O)NC(CC(=O)N2CCc3ccccc32)c2ccco2)cc1 (centres undefined)
→ 1%	-17%	0.6%	9%	-8%	0%	?	22	i
> COC(=O)[C@@H]1N=C(c2ccc(OC)cc2)O[C@]12C(=O)N(C)c1cccc(Cl)c12
→ 11%	·	-1.3%	·	·	·	·	0	i
> Cc1cc(S(=O)(=O)NC(C)C)ccc1OCC(=O)N1CCN(Cc2ccc3c(c2)OCO3)CC1
→ -22%	9.2µM*	3.3%	-1%	-29%	-32%	?	-9	i
> O=C1NC(=O)N(Cc2ccccc2Cl)C(=O)/C1=C/N1CCOCC1
→ -5%	5%	-0.1%	0%	0%	-3%	50%[activator]	6	i
> Brc1ccc2c(c1)C(OC1CN3CCC1CC3)c1ccccc1CS2 (centres undefined)
→ ?	4%	-2.7%	?	-18%	-124%	?	-80*	?
> CCCC12CN3CN(C1)CC(CCC)(C3)C2O (centres undefined)
→ -7%	5%	0.5%	-9%	-2%	1%	-10%	0	?
> Oc1c(Cl)cccc1Cc1cc(Cl)cc(Cl)c1O
→ ?	-5%	4.3%	12µM*	1%	-29%	11µM*	?	i
> Cc1ccnc2c1NC(=O)c1cccnc1N2C1CC1
→ -23%&-2%&1%	-20%	0.3%	?	0%	-4%	-2%	5	i
> COC(=O)C1=C(c2c(C)noc2C)C[C@@H]2CC[C@H]1N2C(=O)N1CCC(O)(c2ccc(Cl)cc2)CC1
→ 2%	-5%	2.8%	11%	-6%	-10%	-6%	-5	i
> CSc1ncc(Br)c(N2CC2)n1
→ -13%	18%	0.3%	-37%[inhibitor]	2%	3%	-3%	22	?
> CC(C)CC(C)N (centres undefined)
→ -1%	2%	0.1%	?	-1%	-6%	-8%	1	i
> CCN(CC)C(=O)Oc1nnc(SC(C)C)n1-c1ccc(Cl)c(Cl)c1
→ -25%	-8%	2.3%	15%	-18%	-54%	0%	-21	?
> CCOC(=O)C1(CCc2ccccc2)CCN(Cc2ccc3c(c2)OCCO3)CC1
→ ?	?	0.5%	7%	-24%	-21%	-14%	8	i
> COC(=O)C1=C(c2cccc3c2S(=O)(=O)c2ccccc2-3)C[C@@H]2CC[C@H]1N2C(=O)N1CCc2cc(OC)c(OC)cc2C1
→ -8%	?	6.3%	9%	-18%	-19%	-1%	-17	?
> Cc1ccc(/C=C2/C(=O)NC(=O)N(CCc3ccc(F)cc3)C2=O)o1
→ -2%	·	2.0%	?	7%	-38%	?	-21	i
> CSCCC(c1nnnn1C(C)(C)C)N1CCC2(CC1)C(=O)NCN2c1ccccc1 (centres undefined)
→ -5%	·	2.8%	·	·	3%	-28%	-10	?
> CC(=O)c1ccc(OCC(=O)N2CCCC(N3CCN(c4ccccc4C)CC3)C2)cc1 (centres undefined)
→ -4%	-10%	-0.5%	3%	-12%	-14%	-5%	-2	i
> CCOC(=O)[C@]12Cc3c(cc(OC)c(OC)c3OC)[C@H]1N(C(C)C)C(=O)c1ccccc12
→ ?	·	-2.9%	·	·	·	·	-114*	?
> COc1ccc(CNC(=O)C2CCN(C(=O)c3cnn(-c4ccccc4)c3-n3cccc3)CC2)cc1
→ -32%	?	5.0%	·	0%	-10%	?	·	i
> O=C1OC(c2ccc(Cl)cc2)=N/C1=C\N1CC2CC(C1)c1cccc(=O)n1C2 (centres undefined)
→ ·	3%	3.1%	13%	4%	-25%	-32%	-13	i
> COC(=O)C1C(O)C(C)C(O)C(C)/C=C\C=C(/C)C(=O)Nc2c(C)c(OC(C)=O)c3c(c2O)C(=O)C(C)=C2OCOC(=C23)/C(C)=C/C(C)(O)C(O)C(C)C1O (centres undefined)
→ 10%	3%	-0.8%	-5%	-13%	0%	?	-10	i
> COc1cc(C(=O)Nc2ccc(Br)cc2C(=O)c2ccccc2Cl)cc(OC)c1OC
→ 11%	-2%	2.0%	10%	2%	-43%	?	28	i
> CC(Cc1ccccc1)NCc1ccccc1O (centres undefined)
→ -4%	9%	0.3%	-2%	0%	2%	20%	0	i
> C=C1CC[C@@]2(O)[C@H]3Cc4ccc(O)c5c4[C@@]2(CCN3CC2CC2)[C@H]1O5
→ -10%&1%	-3%	3.3%	-16%&0%	0%	-12%	1%	0	i
